RGS4-Gao reg: modulators of RGS4 binding to Galphao, primary screen, biochemical, multiplexed bead flow cytometry. Guanine nucleotide-binding protein G(o) subunit alpha (Homo sapiens), P09471. actives lie on both sides. binding response (% of control), % at 10 µM. 220,000 tested, 0.33% active. AID 1415, 2008; in the data active means binding response below about 49% or above about 150%; inactive means in between;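 further: fluorescent Galphao activated with aluminum fluoride binding bead-coupled RGS4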
Target sequence (P09471 whole entry, looked up): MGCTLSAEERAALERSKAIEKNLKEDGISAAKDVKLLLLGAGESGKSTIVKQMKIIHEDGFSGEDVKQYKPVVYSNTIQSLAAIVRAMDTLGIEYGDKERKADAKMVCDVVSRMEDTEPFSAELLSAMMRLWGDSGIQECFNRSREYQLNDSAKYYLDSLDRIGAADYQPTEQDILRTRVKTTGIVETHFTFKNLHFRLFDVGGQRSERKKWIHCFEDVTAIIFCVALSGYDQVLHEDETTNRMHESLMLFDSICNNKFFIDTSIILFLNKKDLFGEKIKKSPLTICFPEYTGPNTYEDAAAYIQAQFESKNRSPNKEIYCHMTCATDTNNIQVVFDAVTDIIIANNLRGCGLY
Bcl-2 Bim block: inhibitors of Bim-Bcl-2 binding, primary screen, biochemical, multiplexed, human Bcl-2 family; Apoptosis regulator Bcl-2 (Homo sapiens), P10415; Bead-based flow cytometry, Bim peptide-Bcl-2 binding; inhibition, % at 10 µM; 190,000 tested, 0.06% active; AID 950, 2007; in the data active means inhibition above about 40%; inconclusive means no clear call, values can overlap the other calls;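 further: 0% = no compound wells with probe peptide and 100% = reference peptide inhibitor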
Bfl-1 Bim block: inhibitors of Bim binding to Bfl-1, primary screen, biochemical, multiplexed, bead-based flow cytometry | Bcl-2-related protein A1 (Homo sapiens), Q16548 | Bim-Bfl-1 binding inhibition | inhibition, % at 10 µM | 190,000 tested, 0.12% active;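 further: 0% = wells without compound plus tracer and 100% = blocker peptide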
Bim-Bcl-W: inhibitors of Bim binding to Bcl-W, primary screen, biochemical, multiplexed, bead-based flow cytometry | Bcl-2-like protein 2 (Homo sapiens), Q92843 | Bim peptide-Bcl-W binding | inhibition, % at 10 µM | 190,000 tested, 0.02% active | AID 952, 2007;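 further: 0% = bound tracer without compound and 100% = peptide blocker; higher means less fluorescent Bim peptide bound to Bcl-W beads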
Target sequence (Q92843 whole entry, looked up): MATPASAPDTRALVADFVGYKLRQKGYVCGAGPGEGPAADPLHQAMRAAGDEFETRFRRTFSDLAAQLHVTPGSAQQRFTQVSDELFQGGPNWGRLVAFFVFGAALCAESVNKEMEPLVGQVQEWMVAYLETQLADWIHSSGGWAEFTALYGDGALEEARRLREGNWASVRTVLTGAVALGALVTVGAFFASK
Bim-Mcl-1: inhibitors of Bim peptide binding to Mcl-1, primary screen, biochemical, bead-based flow cytometry, multiplex | Induced myeloid leukemia cell differentiation protein Mcl-1 (Homo sapiens), Q07820 | Bim peptide-Mcl-1 binding | inhibition, % at 10 µM | 190,000 tested, 0.1% active | AID 1009, 2008;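 further: 0% = no compound tracer wells and 100% = peptide blocker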
RGS8-Gao reg: RGS8-Galphao binding modulators, primary screen, biochemical, multiplexed bead flow cytometry. response (percent of control binding), % at 10 µM. AID 1423, 2008. 220,000 tested, 0.34% active. Guanine nucleotide-binding protein G(o) subunit alpha (Homo sapiens), P09471. actives lie on both sides; in the data active means response below about 60% or above about 140%; inactive means in between;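 further: Galphao activated as the GDP aluminium fluoride complex binding bead-coupled RGS8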
RGS7-Gao reg: RGS7-Galphao binding modulators, primary screen, biochemical, multiplexed bead flow cytometry | Guanine nucleotide-binding protein G(o) subunit alpha (Homo sapiens), P09471 | actives lie on both sides | binding response (% of control), % at 10 µM | 220,000 tested, 0.35% active | AID 1439, 2008; in the data active means binding response below about 49% or above about 150%; inconclusive means no clear call, values can overlap the other calls; inactive means in between;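 further: fluorescent Galphao held in activated GDP-AlF4 state binding bead-coupled RGS7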
Bcl-XL Bim block: inhibitors of Bim-Bcl-XL binding, primary screen, biochemical, multiplexed, bead flow cytometry, human Bcl-XL. AID 1007, 2008. inhibition, % at 10 µM. Bim peptide-Bcl-XL binding, fluorescence. Bcl-2-like protein 1 (Homo sapiens), Q07817. 190,000 tested, 0.04% active
Target sequence (Q07817 whole entry, looked up): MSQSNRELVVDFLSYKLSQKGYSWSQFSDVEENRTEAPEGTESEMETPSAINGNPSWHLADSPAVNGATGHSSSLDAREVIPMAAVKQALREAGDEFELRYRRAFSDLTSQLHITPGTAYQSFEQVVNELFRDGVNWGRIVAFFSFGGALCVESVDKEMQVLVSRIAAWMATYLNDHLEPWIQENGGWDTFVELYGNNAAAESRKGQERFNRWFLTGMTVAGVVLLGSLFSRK
ABCG2 block: ABCG2 efflux pump inhibitors, primary screen, multiplex with ABCB1, IgMXP3 cells, flow cytometry | Broad substrate specificity ATP-binding cassette transporter ABCG2 (Homo sapiens), Q9UNQ0 | JC-1 efflux | inhibition, % at 6.6 µM | 190,000 tested, 0.1% active;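 active means inhibition above 80%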;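 further: 0% = DMSO and 100% = nicardipine control wells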
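Test system: ABCG2 IgMXP3 and barcoded ABCB1 CCRF-Adr cell mix; Schedule: cells with compound and JC-1, 10 min at 25 °C, rotating, no wash; Technique: flow cytometry of retained JC-1 fluorescence; Measure: % inhibition of efflux relative to nicardipine and DMSO; Controls: nicardipine high and DMSO low controls.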
Bcl-B Bim block: inhibitors of Bim-Bcl-B binding, primary screen, biochemical, multiplexed, human Bcl-2 family. 190,000 tested, 0.073% active. bead-based flow cytometry, Bim peptide-Bcl-B binding. AID 951, 2007. inhibition, % at 10 µM;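 further: 0% = tracer peptide without compound and 100% = reference inhibitor peptide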
Target sequence (Q9HD36 whole entry, looked up): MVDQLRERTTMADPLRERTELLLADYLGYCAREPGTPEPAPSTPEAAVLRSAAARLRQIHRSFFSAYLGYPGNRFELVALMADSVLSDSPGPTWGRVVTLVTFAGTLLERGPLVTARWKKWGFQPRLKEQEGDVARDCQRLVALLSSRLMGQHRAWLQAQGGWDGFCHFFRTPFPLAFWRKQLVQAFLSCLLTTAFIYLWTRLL
ABCB1 block: ABCB1 efflux pump inhibitors, primary screen, cell-based, multiplex, flow cytometry, ABCG2 counter-screen; inhibition, % at 6.6 µM; ATP-dependent translocase ABCB1 (Homo sapiens), P08183; 190,000 tested, 0.067% active; AID 1326, 2008; CCRF-Adr cells, JC-1 efflux; in the data active means inhibition above about 40%;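 further: 0% = vehicle and 100% = reference inhibitor; higher value means more JC-1 retained so stronger ABCB1 efflux block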
The depositor's hits bear a star; ? = inconclusive. Unless noted, no stated cut-off is given here; in the data, active means inhibition above about 40%. Hits appear at their usual frequency, and some 0.94% of all compounds hit somewhere here.

SMILES	RGS4-Gao reg	Bcl-2 Bim block	Bfl-1 Bim block	Bim-Bcl-W	Bim-Mcl-1	RGS8-Gao reg	RGS7-Gao reg	Bcl-XL Bim block	ABCG2 block	Bcl-B Bim block	ABCB1 block
COc1cc2[nH]c(=O)n(CCCCCC(=O)NCCCN3CCC(C)CC3)c(=O)c2cc1OC	93	-1	-2	-3	-4	91	93	-4	-10	-2	-3.1
NC(=O)CSc1nc2scc(-c3ccc(Cl)cc3)c2c(=O)n1Cc1ccccc1	104	-5	-4	-3	-1	103	101	-6	9	-4	2.1
CCSc1nnc(-c2ccncc2)n1Cc1ccccc1	99	1	0	0	-4	98	98	2	0	-1	0.1
O=C(Cn1cc2c(n1)CCCC2)NC1CCN(Cc2ccccc2)CC1	103	-5	-14	-2	-1	106	104	-4	1	-4	-0.1
COc1cccc(S(=O)(=O)Nc2ccc(C(=O)NCc3ccco3)cc2)c1	101	-8	-10	2	-2	101	99	-4	1	-12	0.1
N#CC(C(=O)NC1CC1)c1nc2ccccc2nc1N1CCN(C/C=C/c2ccccc2)CC1 (stereo not drawn)	96	-5	-9	4	0	95	95	-5	0	-5	0.4
COc1ccc(-c2[nH]ncc2CNCCn2cccn2)c(F)c1	101	-3	-4	-1	2	102	95	-4	1	-2	0.5
c1ccc(-n2cc(CN3CCC(N4CCOCC4)CC3)c(-c3ccc4c(c3)OCO4)n2)cc1	106	-6	-8	-5	-4	102	104	-1	1	-6	0.5
c1cncc(CNC2CCCc3ccccc32)c1 (stereo not drawn)	103	-7	-9	3	-2	100	99	-2	5	-7	0.2
CC(C)(C#CCN1CCCC1)OCCC#N	108	-7	-11	1	0	105	107	-6	0	-7	0.0
COc1cccc(S(=O)(=O)N2CCOCC2)c1	99	-9	-11	2	-1	100	97	-20	0	-4	-0.6
COc1ccc(CNC(=O)CN=C2NC(=O)C(c3ccccc3)(c3ccccc3)N2)cc1	99	0	0	-1	-2	102	100	-3	0	-4	-0.2
CCO/N=C/c1ccc(OC)c(Oc2nc(OC)cc(OC)n2)c1	104	-1	-4	-3	0	110	?	-3	1	-3	0.2
Cn1c(N)c(C(=O)COC(=O)C2(c3ccc(Cl)cc3)CCCC2)c(=O)n(C)c1=O	103	-13	-11	1	-3	105	104	-5	5	-8	0.6
CCOc1cc(C=O)cc(Br)c1OCC(N)=O	100	-3	-6	0	-2	99	99	-2	-1	-3	-0.1
Cc1ccccc1OCc1nc(-c2ccc(Br)o2)no1	102	-6	-8	0	0	104	103	-2	0	-8	-0.1
COC(=O)c1c(NC(=S)NC(=O)c2ccco2)sc2c1CCCC2	98	-4	-10	-6	-5	96	96	-7	-2	-7	-0.3
O=C(CCS(=O)(=O)c1cccc2nonc12)N1CCN(c2ccc(F)cc2)CC1	127	-1	2	0	0	110	119	-1	0	0	0.1
Cc1c(C(=O)N(C)C)sc2nc(-c3ccccn3)[nH]c(=O)c12	100	-8	-8	1	-2	99	100	-5	2	-9	0.2
CCOc1cc(CNc2ccc(Br)cc2)cc(Br)c1OCC(=O)NC(C)(C)C	101	-9	-11	1	-3	102	102	-4	1	-8	0.1
COc1ccc(Nc2nnc(SCC3CCCO3)s2)cc1 (stereo not drawn)	104	-3	-6	2	0	100	99	1	9	-3	0.8
Cc1ccc2c(C)nc(Nc3nc(CSc4nnnn4-c4ccccc4)cc(=O)[nH]3)nc2c1	106	-2	1	0	0	105	109	-3	0	-1	0.2
Cc1ccc(C2CCN(C(=S)NC(C)(C)C)C2)cc1 (stereo not drawn)	99	-1	-2	1	2	101	104	0	6	0	-0.3
OCCC1CN(CC(c2ccccc2)c2ccccc2)CCN1C1CCCC1 (stereo not drawn)	108	-1	-5	-2	-2	105	104	-2	2	-3	0.8
Cc1ccc(C(=O)c2sc3nc4c(cc3c2N)CCC4)cc1	106	-2	1	-4	-2	111	107	-5	2	-7	-0.2
Further structures.
SMILES	RGS4-Gao reg	Bcl-2 Bim block	Bfl-1 Bim block	Bim-Bcl-W	Bim-Mcl-1	RGS8-Gao reg	RGS7-Gao reg	Bcl-XL Bim block	ABCG2 block	Bcl-B Bim block	ABCB1 block
COC(=O)c1c(NC(=O)c2ccc(C)cc2)sc(Cc2ccccc2)c1C	101	-14	-17	-1	-6	100	100	-8	20	-12	0.6
O=C1CSCC(=O)N1c1ccccc1	101	-1	-1	0	-2	100	99	-4	1	-1	0.2
CCOC(=O)c1c(C)[nH]c(C)c1C(=O)COC(=O)[C@@H]1CCCN1S(=O)(=O)c1ccc(Cl)cc1	103	-2	-1	-4	-2	99	107	-4	6	-1	1.5
CN(C)c1ccc(CN(C)C2CCCCC2)cc1	102	-5	-1	-3	0	107	104	0	1	-1	0.4
Cc1occc1C(=O)Nc1cccc(C(=O)O)c1	92	-9	-16	0	0	93	94	-4	9	-8	1.0
COc1ccccc1N1CCN(C(=O)c2c(-c3c(Cl)cccc3Cl)noc2C)CC1	101	0	-3	-2	-1	104	104	0	1	0	0.2
CC1Oc2ccccc2N(CC(=O)NCc2cccs2)C1=O (stereo not drawn)	99	-2	1	0	-3	98	103	-1	1	-1	0.5
O=C(Nc1ccc2c(c1)OCO2)C1CCN(C(=O)c2ccc([N+](=O)[O-])cc2)CC1	95	0	0	1	-1	96	93	-3	0	-1	-0.2
CCN(c1ccccc1)S(=O)(=O)c1ccc(OC)c(OC)c1	101	-3	-2	-1	-3	103	104	-2	9	-5	-0.1
CCOC(=O)c1ccc(NC(=S)N(Cc2cccnc2)Cc2ccco2)cc1	98	-2	-6	-2	-3	99	101	-2	2	-19	0.1
Cc1cc(C)c(NC2=CC(=O)CC(C)(C)C2)c(C#N)c1	101	-13	-14	-1	-1	100	99	-1	3	-6	0.3
O=C(c1ccc2c(=O)n3c(nc2c1)CCCCC3)N1CCN(Cc2ccccc2)CC1	100	-8	-11	0	-1	102	102	-3	3	-9	1.0
O=C(c1cc(-c2ccncc2)nc2ccc(Cl)cc12)N1CCN(Cc2ccc3c(c2)OCO3)CC1	99	-3	0	0	0	100	?	-3	2	-1	1.3
CCc1nnc(NC(=O)c2c(OC)cccc2OC)s1	105	-5	-15	-1	-2	104	103	-8	-6	-9	-1.1
O=C(N/N=C/C(Br)=C/c1ccccc1)c1cc(-c2ccco2)[nH]n1	99	7	1	2	3	101	98	1	-1	0	-0.7
CCC(C)NC(=O)C1CCN(S(=O)(=O)N2CCC3(CC2)OCCO3)CC1 (stereo not drawn)	101	-4	-5	-2	0	101	?	-3	1	-5	-0.7
O=C1CCC(N2C(=O)c3ccccc3C2=O)C(=O)N1 (stereo not drawn)	37*	-1	-4	-1	0	46*	23*	0	1	-4	-0.3
N#C/C(=C\c1ccco1)C(=O)Nc1cccc2ncccc12	100	-2	-9	-6	0	99	101	-8	27	-8	0.8
COC(=O)c1ccc(C2/C(=C(/O)c3ccc(OC(C)C)cc3)C(=O)C(=O)N2c2cc(C)on2)cc1 (stereo not drawn)	88	1	0	-1	0	94	97	-3	0	0	0.2
COc1ccc([N+](=O)[O-])cc1N(CC(=O)NCCSc1ccc(C)cc1)S(C)(=O)=O	100	0	-4	-3	-2	103	97	-1	8	-2	1.4
Cc1ccc(-c2noc(C3CCN(C(=O)Nc4ccc(C#N)cc4)CC3)n2)o1	92	-2	-3	-1	-2	97	101	-3	3	-2	0.7
COC(=O)CCc1nc2c(C#N)c(-c3ccc(Cl)cc3)ccn2n1	106	-3	-8	-3	0	107	99	-4	2	-1	0.5
Nc1cc(Br)c(N)c(Br)c1	101	-1	-16	1	-2	100	97	-7	25	-10	1.7
CCCCN(C(=S)Nc1cccc(C)c1C)c1c(N)n(CCC)c(=O)[nH]c1=O	101	-6	-5	0	0	100	?	0	1	-6	0.5
COc1cc(-n2ccnc2SC)c(Cl)cc1Cl	100	-4	-1	0	0	101	99	-1	3	-1	0.4
Later entries.
SMILES	RGS4-Gao reg	Bcl-2 Bim block	Bfl-1 Bim block	Bim-Bcl-W	Bim-Mcl-1	RGS8-Gao reg	RGS7-Gao reg	Bcl-XL Bim block	ABCG2 block	Bcl-B Bim block	ABCB1 block
CC(=O)NCCCc1nc2ccccc2n1Cc1ccccc1C	97	0	0	-5	-1	99	94	0	0	-2	-0.2
COc1ccc(OC)c2sc(NC(=O)CCSc3ccccc3)nc12	95	-11	-10	-2	-1	99	94	-6	-2	-12	-0.8
CC(=O)n1nc(-c2cccnc2)nc1N	105	-15	-21	-3	-3	101	107	-6	15	-7	0.3
CC(=O)NC(Cc1ccc(F)c(F)c1)C(=O)NC1CCN(c2nnnn2-c2ccccc2)CC1 (stereo not drawn)	100	0	-1	1	0	99	110	1	-2	0	0.6
CC1CCN(CC(=O)Nc2ccc(Br)cc2[N+](=O)[O-])CC1	92	0	-3	-4	2	95	91	0	14	-2	0.8
CCOc1cccc(C(=O)N2CCCCC2c2cccnc2)c1 (stereo not drawn)	101	-8	-12	2	-1	101	99	-9	2	-9	0.9
Cc1ccc(-n2c(SCC(=O)NCc3ccco3)nnc2-c2cccnc2)c(C)c1	103	0	-2	-5	-4	103	108	-1	0	-4	0.7
Cc1ccc(C)c(N(C(=O)Cn2nnc3ccccc32)C(C(=O)NC(C)(C)C)c2ccsc2)c1 (stereo not drawn)	99	-3	0	-3	-3	98	99	-2	1	-3	0.8
CCCn1c(SCC(=O)NCc2ccco2)nnc1C(C)C	100	-4	0	-6	-2	102	103	-1	0	0	-0.2
Cc1cnc2cc(Cl)c(Cl)cc2n1	101	4	1	0	0	103	105	-2	1	-2	0.1
C=CCNc1nc(Cl)nc(Nc2ccc(OC)cc2)n1	99	-1	-4	0	-1	101	103	-3	10	0	1.2
CCn1c(SCC(=O)Nc2nccs2)nnc1-c1ccncc1	93	-6	-7	2	1	96	89	-2	1	-2	0.3
COc1ccc(/C=N/Nc2ncnc3c2[nH]c2ccccc23)c(OC)c1OC	103	3	-2	-4	-5	94	102	-2	53	2	2.5
Cc1ccccc1OCC(=O)NCCN(C)C	106	3	4	1	0	106	108	-3	-2	-1	-0.4
Cc1ccc(Sc2cc(C(F)(F)F)nc(N(C)C)n2)cc1	103	-11	-13	0	-1	105	104	-4	2	-10	0.3
